Source: PubChem BioAssay (The Scripps Research Institute Molecular Screening Center)
FBW7 activator = human FBW7 E3 ligase activation, primary screen. Q969H0. 650,000 compounds, 0.13% hits. normalized activity (activation), % at 26.1 µM. AlphaScreen FBW7–phospho-cyclin E peptide binding, activator screen; in the data active = normalized activity above about 1.9%;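 also: purified mutant Fbw7 with reduced substrate affinity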
GPR151 activ = human GPR151 activation; Q8TDV0; PathHunter beta-arrestin GPR151 cells, luminescence; activation, % at 11.2 µM; 650,000 compounds, 1% hits; in the data active = activation above about 4.9%;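 also: 0% = median of compound wells and 100% = cells with positive control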
TEAD-YAP inh = TEAD-YAP interaction inhibition; HEK-TIYL cells, TEAD-Gal4/YAP UAS-luciferase luminescence; inhibition, % at 9.12 µM; 640,000 compounds, 1.4% hits; in the data active = inhibition above about 32%;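 also: 0% = median of test compound wells and 100% = reference inhibitor wells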
MITF inh = human MITF inhibition, primary screen | AlphaScreen MITF homodimerization, bead proximity signal | 650,000 compounds, 0.91% hits | inhibition, % at 2.6 µM | O75030 | AID 1259374; in the data active = inhibition above about 50%;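 also: 0% = vehicle wells with protein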
Target sequence (O75030 whole entry, looked up): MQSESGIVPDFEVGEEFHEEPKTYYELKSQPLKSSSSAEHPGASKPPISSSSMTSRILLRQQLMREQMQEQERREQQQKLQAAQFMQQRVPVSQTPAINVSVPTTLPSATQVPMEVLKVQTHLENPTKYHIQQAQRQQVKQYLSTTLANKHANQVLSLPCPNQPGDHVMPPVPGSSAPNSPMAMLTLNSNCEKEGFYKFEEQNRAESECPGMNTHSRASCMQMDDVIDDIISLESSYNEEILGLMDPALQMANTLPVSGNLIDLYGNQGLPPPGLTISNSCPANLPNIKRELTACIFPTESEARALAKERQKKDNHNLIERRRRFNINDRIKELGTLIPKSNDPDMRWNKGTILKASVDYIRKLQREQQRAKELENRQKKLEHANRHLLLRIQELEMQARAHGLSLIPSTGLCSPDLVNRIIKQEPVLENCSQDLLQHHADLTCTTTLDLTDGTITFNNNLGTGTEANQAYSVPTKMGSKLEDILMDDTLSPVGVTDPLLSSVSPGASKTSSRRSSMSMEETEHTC
Starred values were filed as active, the others as inactive. Outcome played no part in choosing rows; any-hit rate near 3.5%.

SMILES,FBW7 activator,GPR151 activ,TEAD-YAP inh,MITF inh
CCOC(=O)C1CCCN(Cc2cc(Br)cs2)C1 (stereo not given),-0.3,-0.3,-8,41
CN1CCN(c2nccn3c(-c4cccc(OC(F)(F)F)c4)cnc23)CC1,-0.1,0.2,2,6
CCCCCSc1nnc2c(n1)OC(c1cccs1)N(C(C)=O)c1ccccc1-2 (stereo not given),0.1,0.8,5,6
O=C1NC(=O)N(C2CCCCC2)C(=O)/C1=C\c1ccc2c(c1)OCO2,-0.4,0.5,1,-3
CCOC(=O)c1sc(NC(=O)c2ccc([N+](=O)[O-])s2)nc1C,-0.1,0.0,-30,-3
NS(=O)(=O)c1ccc(CCNC(=O)c2ccc3c(c2)OCO3)cc1,0.1,1.9,-3,-10
COc1ccc([N+](=O)[O-])cc1NC(=O)c1cc2c(C)nn(-c3ccccc3)c2s1,-0.1,1.8,12,8
COc1cccc(NC(=O)COc2cccc(-n3cnnn3)c2)c1,0.0,-0.5,9,4
CC(NC(=O)c1ccccc1NC(=O)c1ccc(CN2CCOCC2)cc1)c1ccccc1 (stereo not given),1.0,0.3,-13,17
CCOC(=O)C1(Cc2ccccc2C(F)(F)F)CCN(C(=O)c2ccc[n+]([O-])c2)CC1,0.0,3.0,-11,-12
Cc1cc(N(C)C)nc(N2CCC(C(=O)NC3CCCCC3C)CC2)n1 (stereo not given),-0.4,0.7,4,-7
CC(C)CCNC(=O)c1cn(C)c2ccc(S(=O)(=O)N3CCOCC3)cc2c1=O,0.0,0.6,2,18
O=C(Nc1ccccc1[N+](=O)[O-])c1ccc(C(=O)Nc2ccccc2[N+](=O)[O-])cc1,0.3,-0.8,10,10
Cc1c(C(=O)Nc2ccc(C#N)cc2)oc2ccccc12,1.0,1.5,-24,3
O=C(NCCN1CCCCCC1)C(=O)NCCN1CCCCCC1,-0.1,-1.9,2,-25
O=C(CN1C(=O)c2ccccc2C1=O)NCc1nc(-c2ccccc2)no1,-0.2,-0.2,3,2
O=C1NCCN(Cc2ccc(F)c(F)c2)C1CC(=O)N(CCO)Cc1ccccc1 (stereo not given),0.2,-1.4,-5,17
COc1cccc(C2CN(Cc3ccccc3)CC2C(=O)Nc2ccc3[nH]ncc3c2)c1 (stereo not given),0.0,3.0,13,-23
O=C(NC1CCN(Cc2ccccc2)CC1)c1cccc(-c2ccc3[nH]ccc3c2)n1,-0.1,0.5,3,35
N#[N+]c1c([O-])cc(S(=O)(=O)O)c2ccccc12,-0.1,1.1,-1,13
O=C(O)C1CC(O)CN1S(=O)(=O)c1ccc([N+](=O)[O-])cc1 (stereo not given),-0.2,0.0,5,-9
O=C(Nc1nc(-c2ccccc2)cs1)c1ccc(Cl)cc1Cl,-0.1,0.7,-29,-9
O=C(Nc1sc2c(c1C(=O)Nc1ccc(Cl)cc1)CCCC2)c1ccc(Br)cc1,0.0,-0.9,9,6
COc1ccc(NC(C)C(=O)N/N=C/c2cc(Br)ccc2O)cc1 (stereo not given),-0.1,0.1,24,4
Cc1ccc2c(c1)N(C(=O)CCC(=O)NC(C)C13CC4CC(CC(C4)C1)C3)CCO2 (stereo not given),0.6,0.3,5,12
CCN(CC)CCNc1nc2c(c(=O)[nH]c(=O)n2C)n1Cc1ccccc1C,0.4,0.2,11,12
Cc1ccc(C2CC(c3cccc(C)c3)n3nc(N)nc3N2)cc1 (stereo not given),-0.1,3.6,-2,2
Fc1ccc(-c2cn3nc(-c4ccccc4)c(-c4ccccc4)nc3n2)cc1,0.1,-0.8,-6,4
O=C(NCCN1CCOCC1)c1cccc(NCCCN2CCCC2=O)c1,-0.1,-0.2,-2,7
Cc1cc(=O)n2c(sc3ccccc32)c1C#N,0.0,-2.7,0,4

Some entries already given, reduced to MITF inh, TEAD-YAP inh and FBW7 activator:
mol	MITF inh	TEAD-YAP inh	FBW7 activator
O=C1NCCN(Cc2ccc(F)c(F)c2)C1CC(=O)N(CCO)Cc1ccccc1 (stereo not given)	17	-5	0.2
COc1cccc(C2CN(Cc3ccccc3)CC2C(=O)Nc2ccc3[nH]ncc3c2)c1 (stereo not given)	-23	13	0.0
O=C(NC1CCN(Cc2ccccc2)CC1)c1cccc(-c2ccc3[nH]ccc3c2)n1	35	3	-0.1

Next section:
SMILES,FBW7 activator,GPR151 activ,TEAD-YAP inh,MITF inh
COc1ccccc1NC1=NC2CS(=O)(=O)CC2S1 (stereo not given),-0.1,-0.5,-3,0
Cc1ccc(C(=O)Nc2ccccc2C(N)=O)cc1I,-0.1,-2.0,-67,13
COc1cccc(CNC(=O)c2ccc3c(c2)NC(=O)C(N2CCCCC2)S3)c1 (stereo not given),-0.2,-0.5,-5,-8
c1ccc2[nH]c(CNc3nc(-c4csc5ccccc45)nc4nc[nH]c34)nc2c1,-0.1,1.2,5,10
O=C1c2ccc([N+](=O)[O-])cc2C(=O)N1CC1CCNCC1,-0.3,1.5,-7,-11
COc1ccc(CCNC(=O)N2CCC(c3nnc(-c4ccc(F)cc4)o3)CC2)cc1,0.1,-1.2,8,-7
CCOC(=O)c1sc(NC(=O)CCSc2ccccc2)cc1C,-0.1,0.3,-28,-3
Cc1ccc(Oc2ncnc3sc(C)c(C)c23)cc1,-0.1,0.7,-6,0
N#CCN1C(=S)N=C(Nc2cccc(C(F)(F)F)c2)C12CCCCC2,0.6,0.0,1,0
COc1ccc(/C=C2/N=C3CCCCCN3C2=O)cc1,0.0,-1.8,-50,17
NC(=O)c1c(NC(=O)CSc2nnc3sc4ccccc4n23)sc2c1CCC2,0.1,-0.6,-1,-1
COC(=O)c1ccc(NC(=O)CSc2nnc(-c3cccs3)n2C)cc1,0.0,2.0,14,4
O=C(Nc1ccccc1)Nc1ccc(Cl)cc1,0.1,-0.5,-39,18
Cc1[nH]nc2nc(SCC(=O)NCc3ccccc3)n(-c3cccc(Cl)c3)c(=N)c12,0.1,-0.2,-4,12
O=C1C2C3C=CC(C2C(=O)N1c1ccccc1)C1C2C(=O)N(c4ccccc4)C(=O)C2C31 (stereo not given),0.0,0.2,-3,2
Cc1nc(-c2ccccc2)c(C)s1,0.2,0.9,2,5
N=c1ccccn1CC(O)COc1ccccc1 (stereo not given),-0.3,0.2,1,3
O=C(NC(=S)NC1CCCC1)c1ccccc1I,-0.1,0.1,-6,-15
CCOc1ccccc1NC(=O)CN1CCC(C)CC1,0.0,0.9,3,-4
O=C1CC(NC23CC4CC(CC(C4)C2)C3)C(=O)N1c1ccc2c(c1)OCO2 (stereo not given),0.0,-1.0,2,16
CCSc1nn(CC(=O)c2ccc(F)cc2)c(=N)s1,0.9,-3.3,-2,12
O=C(CCCOc1ccc(Cl)cc1Cl)NC(c1ccccc1)c1ccccc1,0.7,-0.4,3,9
COc1cc(/C=N/NC(=O)Cn2c3ccccc3c(=O)c3ccccc32)ccc1O,-0.1,2.1,53*,13
O=C(Nc1ccc(F)c(F)c1)c1ccccc1Br,0.1,0.9,-56,2
CC(=O)Nc1ccc(Cl)c(-c2nc3ncccc3o2)c1,0.1,-1.3,2,1
Cc1ccccc1OCC(=O)Nc1ccc(Oc2ccccc2)cc1,0.1,-2.7,6,12
c1ccc2c(c1)CCN(Cc1ccc3c(c1)OCO3)C2,0.1,0.7,-4,36
COc1ccc(C(=O)Nc2nnc(COc3ccc(Br)cc3)s2)cc1OC,-0.1,4.0,-14,-26
CCOC(=O)c1cccc(NC(=O)C2=C(C)C(=O)OC23CCC(C)CC3)c1 (stereo not given),0.0,-0.2,8,-4
O=C(c1c(F)cccc1F)N1CCN(c2cc(N3CCOCC3)c(F)cc2[N+](=O)[O-])CC1,0.6,-1.3,-1,-9

Sorted by formula weight (descending): some entries from above.
SMILES,FBW7 activator,GPR151 activ,TEAD-YAP inh,MITF inh
O=C(CCCOc1ccc(Cl)cc1Cl)NC(c1ccccc1)c1ccccc1,0.7,-0.4,3,9
c1ccc2[nH]c(CNc3nc(-c4csc5ccccc45)nc4nc[nH]c34)nc2c1,-0.1,1.2,5,10
Cc1ccc(C(=O)Nc2ccccc2C(N)=O)cc1I,-0.1,-2.0,-67,13
O=C1CC(NC23CC4CC(CC(C4)C2)C3)C(=O)N1c1ccc2c(c1)OCO2 (stereo not given),0.0,-1.0,2,16
O=C(Nc1ccccc1)Nc1ccc(Cl)cc1,0.1,-0.5,-39,18
N=c1ccccn1CC(O)COc1ccccc1 (stereo not given),-0.3,0.2,1,3
Cc1nc(-c2ccccc2)c(C)s1,0.2,0.9,2,5

Record cards (already shown). Order of values: FBW7 activator	GPR151 activ	TEAD-YAP inh	MITF inh
`Cc1ccc(Oc2ncnc3sc(C)c(C)c23)cc1` is listed as -0.1	0.7	-6	0
`O=C1C2C3C=CC(C2C(=O)N1c1ccccc1)C1C2C(=O)N(c4ccccc4)C(=O)C2C31` (stereo not given) is listed as 0.0	0.2	-3	2

New compounds follow.
SMILES,FBW7 activator,GPR151 activ,TEAD-YAP inh,MITF inh
CCCCCCOC(=O)C1=C(C)NC(=O)NC1c1ccc(Br)cc1 (stereo not given),-0.1,0.9,4,-1
Cc1c(C(=O)NCc2ccco2)sc2ncnc(N(C)c3ccccc3)c12,0.1,-0.5,6,7
O=C(CCc1n[nH]c(=O)[nH]c1=O)N/N=C/c1cccs1,0.1,1.5,-4,16
CCc1ccc(NC(=O)C(CC)Sc2nc3cc(OC)c(OC)cc3c(=O)n2Cc2ccc(Cl)cc2)cc1 (stereo not given),-0.2,0.5,-4,2
COC(=O)COc1ccc(/C=N/NC(=O)CCSc2ccc(Cl)cc2)cc1,0.7,-0.8,-3,17
CCOC(=O)CN1C(=O)C(O)=C(C(C)=O)C1c1ccc(I)cc1 (stereo not given),-0.2,-0.2,0,6
O=C(Cn1ncc2ccsc2c1=O)NCc1ccc2c(c1)OCO2,-0.1,-1.8,-30,2
COc1ccc(S(=O)(=O)N2CCN(c3ccccc3)CC2)cc1Br,0.5,-1.9,8,1
O=C(Nc1ccc(Br)cc1)c1cccc(S(=O)(=O)N2CCc3ccccc32)c1,0.0,1.3,0,-6
CC(=O)OCCNc1cc(SCc2ccccc2)c2nonc2c1[N+](=O)[O-],0.0,0.0,2,16
Cc1ccc(N2CC(NC(=O)Nc3ccccn3)CC2=O)cc1 (stereo not given),-0.1,1.0,-3,-5
Cc1ccc(Cl)c2sc(N3CCN(C(=O)Nc4cccs4)CC3)nc12,0.5,-0.9,-9,7

Quoted from the listing.
CCOC(=O)CN1C(=O)C(O)=C(C(C)=O)C1c1ccc(I)cc1 (stereo not given) in GPR151 activ → -0.2
O=C(CCc1n[nH]c(=O)[nH]c1=O)N/N=C/c1cccs1 in GPR151 activ → 1.5
CCc1ccc(NC(=O)C(CC)Sc2nc3cc(OC)c(OC)cc3c(=O)n2Cc2ccc(Cl)cc2)cc1 (stereo not given) in GPR151 activ → 0.5
O=C(Nc1ccc(Br)cc1)c1cccc(S(=O)(=O)N2CCc3ccccc32)c1 in GPR151 activ → 1.3
O=C(Cn1ncc2ccsc2c1=O)NCc1ccc2c(c1)OCO2 in GPR151 activ → -1.8
CCCCCCOC(=O)C1=C(C)NC(=O)NC1c1ccc(Br)cc1 (stereo not given) in TEAD-YAP inh → 4
